aSyn 5UTR inh: MLPCN primary screen, SNCA 5' untranslated region | AID 1813 | 300,000 compounds, 0.82% hits | inhibition, % (tested at 7.5 µM) | alpha-synuclein 5'UTR reporter, inhibitor activity; in the data active means inhibition above about 60%;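 further: H4 neuroglioblastoma cells stably carrying SNCA 5'UTR luciferase fusion; 0% = DMSO wells and 100% = positive control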
KLF5 inhibitor: kruppel-like factor 5 inhibition; AID 1700; 290,000 compounds, 0.23% hits; DLD-1 KLF5 promoter-luciferase reporter, luminescence; inhibition, % at 5 µM;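 active means inhibition above a per-plate limit of that plate's mean compound inhibition plus 3 SD, cut at about 60% in these data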;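 further: 0% = DMSO wells and 100% = LY294002 at 200 µM; higher means less KLF5 promoter-driven luciferase light; inactives centre near -14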
HDAC3 inhib: inhibitors of human histone deacetylase 3; recombinant HDAC3, fluorogenic peptide/trypsin coupled, fluorescence; inhibition, % at 8.3 µM; 320,000 compounds, 0.15% hits; in the data active means inhibition above about 26%, passing the limit was not always enough
Target sequence (O15379 whole entry, looked up): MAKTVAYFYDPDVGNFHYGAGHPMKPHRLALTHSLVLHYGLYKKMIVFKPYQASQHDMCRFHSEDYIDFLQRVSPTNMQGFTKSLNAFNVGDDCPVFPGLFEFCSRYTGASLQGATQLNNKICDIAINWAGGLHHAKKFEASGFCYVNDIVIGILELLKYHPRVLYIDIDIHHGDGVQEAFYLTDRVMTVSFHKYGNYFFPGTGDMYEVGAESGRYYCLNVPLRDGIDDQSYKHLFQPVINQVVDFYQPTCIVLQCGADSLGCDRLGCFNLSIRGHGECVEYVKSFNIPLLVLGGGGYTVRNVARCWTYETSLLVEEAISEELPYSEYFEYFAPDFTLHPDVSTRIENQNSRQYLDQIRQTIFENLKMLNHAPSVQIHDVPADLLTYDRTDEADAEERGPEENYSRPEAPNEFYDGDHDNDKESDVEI
Platelet DG rel: modulates dense granule release in human platelets; inhibition, %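 (compounds screened at 7.5 µM in platelet-rich plasma)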; human platelet-rich plasma, SFLLRN dense granule ATP release, luminescence; 300,000 compounds, 0.22% hits;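 active means mean replicate score, as percent of positive control, at or above 50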
HSF1 inh: HSF1 inhibition. NIH3T3-HGL HSE-luciferase, MG132-induced, luminescence 8 h; stronger effect = lower value. activity change, negative = inhibition, % at 7.5 µM (by protocol). 300,000 compounds, 0.77% hits;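 active means more than half of replicate wells show activity change below -50%, luminescence cut by over half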;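 further: luciferase reports HSF-1 transcriptional activity via heat shock element; 0% = median of DMSO wells and -100% = zero luminescence signal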
IEC-6 tox: kills IEC-6 intestinal cells in KLF5 counter-screen | IEC-6 cytotoxicity, luminescence viability | AID 1825 | 290,000 compounds, 0.78% hits | inhibition, % at 5 µM; in the data active means inhibition above about 22%;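 further: 0% = plate median of test compound wells and 100% = cytotoxic reference compound wells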
HSP90 inh: blocks HSP90-mediated luciferase refolding in reticulocyte lysate; inhibition, % at 5.6 µM; Rabbit reticulocyte lysate, luciferase refolding luminescence, 3 h; 290,000 compounds, 0.91% hits;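 active means inhibition above the screen-wide mean plus 3 SD, computed separately per campaign, cut at about 16% in these data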;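 further: 0% = DMSO wells and 100% = 60 µM geldanamycin wells; inhibitors lower the luminescence because luciferase stays unfolded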
AI-2 QS mod: modulators of Vibrio harveyi AI-2 quorum sensing system; Vibrio harveyi JMH597 AI-2 luminescence/OD600 ratio, 9 h; stronger effect = lower value; strain lacks LuxN and CqsS sensors; 0 = neutral-control median; activity change, % at 7.5 µM; 300,000 compounds, 0.4% hits; in the data active means activity change below about -75%, passing the limit was not always enough;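 further: luminescence divided by OD600 gain over 9 h not by final OD600 alone; inactives centre near 13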
HSF-1 act: increases HSF-1 driven luciferase reporter signal | AID 504408 | 300,000 compounds, 1.7% hits | NIH3T3-HGL HSF-1 luciferase reporter, MG132, 8 h; 100% = twice DMSO control signal | activation, % at 9 µM;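 active means mean replicate activation of at least 50% with a set share of replicates each reaching 50%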;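 further: 0% = median of the neutral control wells and 100% = twice that signal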
HIF act: HIF pathway transcriptional activation; U2OS HRE-luciferase reporter, luminescence; normalized: DMSO 0%, desferrioxamine 100%; activation, % at 7.5 µM (by protocol); 300,000 compounds, 0.32% hits;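 active means mean activation of at least 10% of the iron chelator positive control signal, with at least half of replicates also reaching 10%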
An asterisk follows results filed as active; . = no result given. Compounds were not picked by outcome; overall some 5% were active at least once.

Values run as follows: aSyn 5UTR inh	KLF5 inhibitor	HDAC3 inhib	Platelet DG rel	HSF1 inh	IEC-6 tox	HSP90 inh	AI-2 QS mod	HSF-1 act	HIF act
COc1ccc(C2NC(=O)c3sc(=S)n(-c4ccccc4)c3N2)cc1 (stereo not drawn)
 : 2	-19	6	-2	-6	-4	-5	27	-7	0.2
Cc1sc2nc(-c3ccccn3)[nH]c(=O)c2c1-c1ccccc1
 : .	-14	-6	-9	.	28*	2	-21	.	.
O=C(Nc1ccncc1)c1ccc(S(=O)(=O)Nc2ccccc2)cc1
 : 10	6	5	-4	-8	-13	0	8	-1	-0.4
O=C(NCCCO)/C(=C/c1ccco1)NC(=O)c1ccc(Br)o1
 : 1	-2	3	-1	0	8	1	24	20	-0.3
CC(C)(C)NC(=O)CSc1nc2scc(-c3ccccc3)c2c(=O)[nH]1
 : -16	-14	-4	-28	0	0	2	15	-7	-0.8
O=S(=O)(Nc1ccccc1Cl)c1ccc2[nH]c(=S)oc2c1
 : -11	-31	-6	1	-7	-2	-2	19	10	-0.6
Cc1c(C)n(C)c2ccc(C(=O)NCCCN3CCN(c4ccc(F)cc4)CC3)cc12
 : -9	-3	8	7	-8	1	3	21	-7	-0.1
COc1ccc(S(=O)(=O)N(CC(=O)NC(C)C)Cc2ccccc2)cc1
 : -10	5	-1	4	1	3	6	17	4	-0.2
CNc1c([N+](=O)[O-])ncn1C
 : 27	-15	-3	-1	5	1	-2	30	4	-0.1
COc1cccc(CN2CCCCC2C(=O)O)c1 (stereo not drawn)
 : 2	-33	-8	11	-4	1	-4	11	-5	-0.4
CCCCN(CC)CCNC(=O)c1cc2c(=O)n(C)c3ccccc3c2s1
 : -67	-7	-37	4	0	12	-1	34	12	-34
CCc1c(C(=O)OCc2ccccc2)[nH]c(C)c1C
 : -117	-18	-4	-8	10	0	-5	4	35	2.3
O=C(O)CCc1ccc(-c2ccc(F)cc2)n1CCC(=O)O
 : 1	1	2	2	-1	-6	2	20	-5	-0.4
O=C1NC(=S)S/C1=C/c1ccc(Oc2cnccn2)cc1
 : -58	-5	4	3	6	4	2	22	10	-0.4
Cc1cc(N2CCN(c3ccc(C(F)(F)F)cc3[N+](=O)[O-])CC2)c2ccccc2n1
 : -8	1	5	-5	7	7	1	26	28	-16
Cc1ccc2c(c1)N(C(=O)CCC(=O)Nc1ccccc1Cl)CC(C)O2 (stereo not drawn)
 : 12	5	.	0	-5	2	2	17	-1	-0.4
COC(=O)Cn1ncn2c(cc3oc(C)cc32)c1=O
 : -118	-67	6	5	2	-5	3	25	6	1.4
COC(=O)Nc1nnc(CC(=O)Nc2ccccc2C)s1
 : -2	-17	3	-7	7	-4	-3	10	10	-47
Cc1ccc(SCC(=O)NCc2cccnc2)cc1
 : 25	-17	0	0	-8	3	10	23	-4	0.8
Cc1ccc(NCc2nnc(SCC(=O)N3CCCc4ccccc43)o2)c(C)c1
 : -15	2	11	-7	0	-3	0	5	20	-0.8
CC(=O)c1cc(C#N)c(SCC(=O)OC(C)C)nc1C
 : -30	-16	1	-9	1	4	4	1	-9	0.4
COCCn1c(Cc2ccccc2)nnc1SCC(=O)Nc1oc(C)c2c(C)n[nH]c(=O)c12
 : 7	.	-2	-2	-9	.	.	-1	-3	2.5
COc1ccc(N2C(=O)CCC(C(=O)N3CCN(c4ccccn4)CC3)C2c2ccc(F)cc2)cc1 (stereo not drawn)
 : 9	-10	-3	3	-4	4	4	7	5	-0.4
CC(C)CN1C(=O)c2ccc(C(=O)Nc3ccncc3)cc2C1=O
 : -6	0	5	-2	-6	5	-4	8	1	-0.5
CC1=C(C(=O)OC2CCCCC2)C(c2ccc(F)cc2)NC(=O)N1 (stereo not drawn)
 : 3	-2	6	4	3	5	5	9	0	-0.5
COc1cc2c(cc1OC)-c1nnc(C)n1C1(CCCC1)C2
 : -7	-20	4	-31	1	-2	-2	14	5	-0.2
CCC1(CC)Cc2ccccc2C(CC(=O)N2CCOCC2)=N1
 : 7	0	2	-1	15	0	4	27	10	-0.5
CC(=O)C1=C(C)NC(SCC(N)=O)=C(C#N)C1c1sccc1C (stereo not drawn)
 : 18	7	-1	18	3	0	2	7	19	-0.2
CS(=O)(=O)N(Cc1ccc(C(=O)N2CCc3ccccc3C2)cc1)c1ccccc1
 : -50	-11	4	-3	-1	-4	-1	14	16	0.2
Cc1ccc(C(=O)N/N=C\c2ccc(OC(=O)c3cccc(F)c3)cc2)cn1
 : 19	-16	-1	9	-8	-8	-1	17	5	-0.1
CO/N=C/CC(=O)c1cnc(-c2ccccc2)s1
 : -12	-9	-2	6	-3	2	-1	20	-14	-0.2
COC(=O)c1ccc2nc(Nc3nc4c(F)cc(F)cc4s3)sc2c1
 : -12	92*	0	-10	-88*	10	77*	28	-90	-2.3
Cc1nn(C)c(C)c1S(=O)(=O)N(CC(=O)Nc1ccc2c(c1)OCO2)c1ccc(C(C)C)cc1
 : .	2	3	.	.	-5	-4	.	.	.
COc1ccc(CCNC(=O)CCC(=O)Nc2ccccc2[N+](=O)[O-])cc1OC
 : -1	-26	3	-9	-5	-2	4	1	2	0.7
CC(C)C[C@@]12C(=O)N(c3cccc(F)c3)C(=O)N1[C@H](c1ccc(Br)cc1)[C@@H]1C(=O)N(C(C)(C)C)C(=O)[C@@H]12
 : 2	.	4	-1	5	.	.	26	2	0.0
CCCN1CCC(=O)N([C@H](COc2ccccc2)Cc2ccccc2)CC1
 : 5	-15	20	-2	2	-2	3	10	-2	-0.2
CCOc1ccc(N2C(=O)CC(SCc3nc4ccccc4[nH]3)C2=O)cc1 (stereo not drawn)
 : 13	-10	-1	-9	2	0	4	20	-3	0.0
N#Cc1c(C(F)(F)F)cc(-c2cccs2)nc1SCc1ccc(Cl)nc1
 : 16	0	-4	-10	-4	-6	-1	9	-23	-0.5
O=C(O)CCc1ccc(S(=O)(=O)Nc2ccccc2C(=O)NCCc2ccccc2)cc1
 : -118	-82	-4	1	9	-7	-5	17	16	2.2
CCCNC(=O)c1ccc(C2SCC(=O)N2Cc2ccccc2)cc1 (stereo not drawn)
 : 9	-29	-2	4	12	-1	5	6	1	0.0
Cc1ccc(S(=O)(=O)N2CCOCC2)cc1N/N=C(\C#N)c1nc2ccccc2[nH]1
 : -47	-24	-9	3	7	3	6	17	1	0.1
Cc1cccc(-n2c(C)n[nH]c2=S)c1C
 : -4	-42	9	0	-7	-2	-5	9	-18	-1.2
CCCCOCCCNC(=O)CC(C)c1ccccc1 (stereo not drawn)
 : 8	34	-2	14	-7	5	3	7	-25	0.4
CCCCC(=O)NC1(C(F)(F)F)C(=O)Nc2c1c(=O)[nH]c(=O)n2Cc1ccco1 (stereo not drawn)
 : 16	-44	-3	-2	-1	-3	-2	20	2	1.6
CNC(=S)N1CCN(c2ccccc2OC)CC1
 : -24	-18	-7	-2	2	3	3	16	-12	-0.1
O=c1c2c(nc3nc(NCc4ccccc4Cl)[nH]n13)CCC2
 : -7	-21	-9	0	0	10	-5	18	13	-0.2
COc1ccccc1C(=O)COC(=O)CCN=C1NS(=O)(=O)c2ccccc21
 : -4	.	1	22	-2	.	.	12	-2	0.1
CCOC(=O)C1(CC2CCCCO2)CCN(Cc2cc3ccccc3[nH]2)CC1 (stereo not drawn)
 : 1	-14	3	10	-7	1	0	17	-10	0.4
O=C(Cn1nc(-c2ccco2)ccc1=O)Nc1cc(Cl)ccc1Cl
 : 13	-6	-1	2	17	-1	-1	1	21	-0.1
CCOC(=O)/C(C#N)=C/c1cn(CCC(=O)O)nc1-c1ccccc1
 : 10	-13	2	15	1	2	-1	18	-12	-0.6
CCC(CO)Nc1nc(CN2CCCCC2)nc2scc(-c3ccccc3)c12 (stereo not drawn)
 : 3	-7	-3	2	.	-1	0	5	.	-0.3
O=C(c1ccc(CS(=O)(=O)c2ccc(Br)cc2)o1)N1CCCCCC1
 : 34	6	-9	7	0	6	0	11	2	.
CCOC(=O)N/N=C/c1ccc(F)cc1F
 : -77	-25	1	-2	-4	10	2	13	1	0.9
Cc1ccc(C(=O)Nc2ccccc2C(=O)N2CCCCC2C)cc1 (stereo not drawn)
 : -1	-42	.	-21	-2	4	3	5	-1	-0.5
COc1ccc(CCN2CCCC(CN(C)Cc3cccc(OC)c3)C2)cc1 (stereo not drawn)
 : 2	7	0	-7	0	-5	1	23	2	-41
Cc1cc(NC(=O)CSc2nc(=O)n3cc(Cl)ccc3n2)no1
 : 0	.	1	2	-3	.	.	13	3	-1.6
COc1ccc(CCNC(=O)CCOc2ccc(C(C)(C)C)cc2)cc1OC
 : -20	-68	5	-8	5	-2	-3	18	10	0.7
Cc1ccc(NC(=S)N(CCCN2CCOCC2)Cc2ccco2)cc1C
 : .	-15	0	.	.	-6	-1	6	.	.
CC(=O)Nc1ccc(N2CCOCC2)c([N+](=O)[O-])c1
 : -12	-11	5	9	-5	1	-4	9	-6	-0.1
O=C(Nc1ccc2oc(-c3ccccc3)nc2c1)c1cc(-n2cnnc2)ccc1Cl
 : -64	-77	-5	13	-24	4	1	4	-39	2.3
COC(=O)c1c(-c2snnc2C)n[nH]c1C
 : 2	-43	-7	-2	2	-5	-1	16	6	0.3
CCN(CC)S(=O)(=O)c1ccc2c(c1)nc(SCC(=O)NC1CC1)n2-c1ccccc1OC
 : 6	-1	9	2	16	-5	-3	17	56*	-1.1

Complete entries from above. Order of values: aSyn 5UTR inh | KLF5 inhibitor | HDAC3 inhib | Platelet DG rel | HSF1 inh | IEC-6 tox | HSP90 inh | AI-2 QS mod | HSF-1 act | HIF act
Cc1ccc(NC(=S)N(CCCN2CCOCC2)Cc2ccco2)cc1C as listed: . | -15 | 0 | . | . | -6 | -1 | 6 | . | .
CCCCOCCCNC(=O)CC(C)c1ccccc1 (stereo not drawn) as listed: 8 | 34 | -2 | 14 | -7 | 5 | 3 | 7 | -25 | 0.4
